Screens: PubChem BioAssay, several laboratories
NR5A2 inv ag: inverse agonists of human LRH-1 (NR5A2). O00482. HEK293T StAR-luciferase reporter, LRH-1 transfected, 24 h. inhibition, % at 3.6 µM. 360,000 tested, 0.13% active;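 active = inhibition above the mean inhibition of all tested compounds plus 3 SD, cut at about 73% in these data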;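 also: 0% = DMSO wells and 100% = reporter-only cells lacking LRH-1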
SRC1 inh: inhibits human SRC1 coactivator | inhibition, % at 3.6 µM | Q15788 | HEK293 GAL4-SRC1 luciferase reporter, luminescence | 360,000 tested, 0.12% active | AID 588354;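 active = inhibition above the campaign mean plus 3 SD, with each screening campaign given its own cutoff, cut at about 60% in these data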;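 also: 0% = DMSO treated cells and 100% = gossypol at 36 µM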
NR2F2 inh: NR2F2 (human) inhibition, primary screen. HEK293T NGFI-A luciferase reporter, luminescence. inhibition, % at 8.6 µM. 370,000 tested, 0.7% active. AID 686940;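 active = inhibition above a per-plate cutoff, mean inhibition of test wells between control levels plus 3 SD, cut at about 38% in these data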;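 also: cells cotransfected with COUP-TFII expression vector driving the NGFI-A reporter; 0% = median of COUP-TF2 test wells and 100% = reporter-only cells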
TWEAK Fn14 block: TWEAK-Fn14 signaling inhibition. TWEAK-stimulated Fn14 reporter cells, luciferase luminescence, 8 h. inhibition, % at 10 µM. 360,000 tested, 2% active; in the data active = inhibition above about 50%
TROY NFkB inh: inhibitors of TROY-dependent NF-kB signaling. Q293 LMP1-TROYcd NF-kB luciferase reporter, 4 h. inhibition, % at 10 µM. 360,000 tested, 0.98% active;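 active = compounds whose plate-normalised and pattern-corrected inhibition of the luciferase reporter signal at the single screening dose is 50% or more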
KKLEB tox: reduces viability of KKLEB cystic fibrosis airway cells | activity change (cytotoxicity), % at 5 µM | 360,000 tested, 0.36% active | KKLEB CF airway cells viability, ATPlite luminescence, overnight; hits give low values; cells stimulated with P. aeruginosa culture filtrate | AID 602141;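 active = corrected activity change at or below -50% at 5 µM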
SRC2 inh: inhibits human steroid receptor coactivator 2. Q15596. HEK293 GAL4-SRC2 luciferase reporter, luminescence. inhibition, % at 9 µM. 370,000 tested, 0.17% active;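 active = inhibition above the mean inhibition of all tested compounds plus 3 SD, set per campaign, cut at about 52% in these data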;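 also: 0% = DMSO treated cells and 100% = cells given Gossypol at 36 µM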
EBV LMP1 NFkB: Epstein-Barr LMP1 NF-kappaB reporter inhibition; LMP1-induced NF-kappaB luciferase reporter cells, luminescence; inhibition, % at 12.5 µM; 350,000 tested, 0.69% active; in the data active = inhibition above about 41%;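 also: 0% = neutral control wells and 100% = reference inhibitor control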
TRAIL sens C8: caspase-8 TRAIL sensitization; NB7+C8 cells + TRAIL, ATPlite viability luminescence; inhibition (viability loss, TRAIL sensitization), % at 10 µM; 360,000 tested, 1% active; AID 624354;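 active = compounds causing at least 50% loss of cell viability in the single-dose screen, relative to plate controls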
CF NFkB inh: blocks PAF-induced NF-kB reporter in cystic fibrosis cells; KKLEB NF-kB-GFP reporter, GFP fluorescence overnight; inhibition, % at 5 µM; 360,000 tested, 0.86% active;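 active = at least 50% inhibition at 5 µM, scaled per plate between neutral and stimulator controls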;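 also: PAF is a Pseudomonas aeruginosa culture filtrate used as stimulus; plate controls were PAF-stimulated DMSO wells for no effect and unstimulated DMSO wells for full effect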
NCOA3 inh: inhibitors of human steroid receptor coactivator 3 (SRC3) | Q9Y6Q9 | 360,000 tested, 0.17% active | AID 588352 | HEK293 GAL4-SRC3 luciferase reporter, luminescence | inhibition, % at 3.6 µM;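 active = inhibition above a per-campaign cutoff, the mean of all compounds plus 3 SD, cut at about 60% in these data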;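 also: 0% = DMSO-treated cells and 100% = gossypol-treated cells at 36 µM; higher means less SRC3-driven luciferase light from the GAL4 reporter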
Numbers without * were called inactive; . = no result given.

SMILES	NR5A2 inv ag	SRC1 inh	NR2F2 inh	TWEAK Fn14 block	TROY NFkB inh	KKLEB tox	SRC2 inh	EBV LMP1 NFkB	TRAIL sens C8	CF NFkB inh	NCOA3 inh
Clc1ccccc1CNCc1ccc2c(c1)OCO2	2.9	-9.7	-22.2	-49.3	-60.3	1.0	-27.1	-3.4	-19.0	-13.4	-18.6
NC(=O)C1(N2CCCCC2)CCN(C(=O)NC2CCCCC2)CC1	7.8	4.0	1.9	-3.3	-46.1	-2.7	20.1	6.5	-9.0	-3.6	0.4
O=C(NNC(=S)NC1CC2C=CC1C2)c1cccnc1 (stereo unspecified)	7.8	-0.4	-3.9	2.3	-24.5	2.1	5.3	8.3	11.7	-1.6	4.7
CCNC(=O)CC1SC(=Nc2ccc(Cl)cc2)N(CC)C1=O (stereo unspecified)	7.4	-0.9	2.3	30.2	12.7	-3.5	4.0	-2.5	2.6	10.6	12.7
O=C(OCc1nnc(-c2ccccc2)o1)c1ccc(CO)cc1	8.5	2.0	-12.7	-1.8	-8.3	8.2	4.2	0.2	1.6	-5.9	5.5
O=C(N/N=C/c1ccccc1)c1ccco1	-162.7	-61.8	-25.0	-0.2	-59.8	-6.3	-111.9	-8.1	1.0	6.3	-94.9
O=C(CSc1nc(N2CCOCC2)nc(N2CCOCC2)n1)Nc1ccc([N+](=O)[O-])cc1	6.9	12.1	-0.1	-10.5	-0.4	-3.6	-1.8	0.6	1.3	-0.5	-4.4
O=C(NC1CCCCC1)C1CC(O)CN1C(=O)OCc1ccccc1 (stereo unspecified)	8.9	-44.8	2.5	-17.2	-9.7	4.0	15.0	-1.0	7.1	9.5	-1.6
O=C(NCc1ccco1)C1CCCN(S(=O)(=O)c2cccc3nsnc23)C1 (stereo unspecified)	19.3	-6.9	-13.0	20.8	-10.5	0.6	8.9	1.5	-39.4	-5.7	15.6
CCOc1ccc(-n2cnc3sc4c(c3c2=O)CCCC4)cc1	-21.2	-48.4	-3.4	-15.3	-59.2	-5.7	-39.8	.	-4.1	25.0	-9.3
CCN(c1ccccc1)S(=O)(=O)c1cc(NC(=O)C2CC2)ccc1Cl	0.8	-13.3	-2.5	6.7	1.5	0.0	-5.4	2.5	-11.8	2.5	0.1
Cc1ccc(S(=O)(=O)Oc2cccc(N3C(=O)C4CC=CCC4C3=O)c2)cc1 (stereo unspecified)	-5.7	-0.1	-0.1	2.0	1.3	-4.4	2.7	6.9	-1.6	0.3	11.1
COc1ccccc1NC(=O)N1CCN(c2ccccc2F)CC1	-12.9	-11.7	10.1	-15.5	-5.5	10.5	0.3	36.3	4.6	-6.4	-5.9
C=CCN1C(=O)C2(OCCCO2)c2c(C)ccc(C)c21	0.1	8.0	6.3	13.4	4.0	-2.6	3.2	0.5	3.6	4.6	-10.4
COc1cc2c(cc1OC)C1=C(C#N)CC/C(=N\S(=O)(=O)c3cccc(Cl)c3)N1CC2	5.0	-3.3	-0.4	-39.7	7.3	-10.0	2.6	7.6	-16.7	-1.2	-12.8
FC(F)(F)c1cc(-c2ccco2)nc(NCc2ccc(Cl)cc2)n1	5.9	-6.2	1.8	6.8	10.4	-4.2	0.3	-11.7	-5.9	4.5	16.5
CCCCCN1CC(=O)N2[C@@H](Cc3c([nH]c4ccccc34)C2(C)C)C1=O	8.6	-4.7	3.1	-2.1	-10.4	-7.6	-11.3	3.3	2.3	7.1	-25.4
CC1CC(C)CN(C(=O)Cn2c(=O)n(CCCCC(=O)NCc3ccco3)c(=O)c3ccccc32)C1 (stereo unspecified)	7.0	2.6	2.0	3.1	10.5	11.7	-37.2	4.4	11.4	-9.6	27.1
O=C(CNC(=O)c1ccc(Br)o1)OCc1ccc(Br)cc1	-15.8	-21.9	-11.0	-4.9	-11.8	2.0	-10.2	-0.3	-3.1	10.2	2.7
CCOC(=O)c1c(C)nc(-c2ccccc2)nc1NC(C)=O	-36.7	-109.4	-19.1	-23.8	-23.8	3.9	-23.8	-12.2	1.1	7.6	-17.7
COc1ccccc1OCCC(=O)OCC(=O)Nc1ccc(Br)cc1F	-1.6	-1.6	3.1	-8.0	-2.1	0.5	-20.5	3.1	3.4	5.8	0.6
O=C(NCc1nc2ccccc2[nH]1)c1ccc(S(=O)(=O)N2CCCC2)cc1	-8.4	9.1	5.0	4.5	-22.6	6.8	-5.9	1.2	-3.5	-17.9	9.5
COc1cc(/C=C/C(=O)O)cc(S(=O)(=O)Nc2ccc3c(c2)OCO3)c1OC	13.5	-0.6	-2.8	21.4	6.2	-9.6	0.8	3.5	2.4	-2.4	13.1
COc1cccc(C(=O)c2sc(NC(C)C)nc2N)c1	-21.0	5.6	29.1	21.2	-21.5	-2.9	41.2	-71.6	21.6	77.7*	9.0
Cc1ccc(C(=O)NC2CC(C)(C)NC(C)(C)C2)cc1S(=O)(=O)N1CCOCC1	6.5	-11.8	12.8	11.8	5.7	6.8	-24.1	0.6	-12.2	-6.6	9.8
Cc1ccc(-c2nc(-c3ccncc3)no2)c(Cl)c1	-107.0	-148.8	-47.9	68.7*	29.8	-43.5	-27.9	8.6	55.4*	9.8	-100.6
COc1ccc(CN2CCNC(=O)C2CC(=O)N2CCc3ccccc3C2)c(OC)c1 (stereo unspecified)	0.8	3.8	16.2	-0.3	-22.5	4.3	-57.3	-10.9	-3.2	-10.9	-1.6
COc1cc(CNC2CCCCCC2)cc(OC)c1OC	-1.9	-4.2	16.7	7.0	4.1	-6.3	-2.4	5.1	11.3	-12.2	3.0
CCC(C(=O)Nc1sc(C(N)=O)c(C)c1C(=O)OC)c1ccccc1 (stereo unspecified)	-3.2	-13.9	8.2	19.9	-12.1	4.2	9.3	-20.4	0.3	-7.7	13.8
CC(Oc1ccc(F)cc1)C(=O)N(CCC1=CCCCC1)c1c(N)n(Cc2ccccc2)c(=O)[nH]c1=O (stereo unspecified)	-4.8	7.5	16.0	24.2	15.1	6.8	1.1	6.2	-11.8	25.2	5.9
Cc1sc2ncnc(N3CCOCC3)c2c1C	8.6	14.8	-3.5	18.1	-0.3	-14.2	19.5	-10.5	13.9	39.1	9.7
Cc1nc(-n2[nH]c3c(c2=O)CCCC3)[nH]c(=O)c1Cc1ccccc1	-2.5	-7.5	7.0	1.7	0.1	7.9	16.3	22.7	7.2	-0.9	4.6
C=CCn1c(SCC(=O)Nc2nc3ccccc3s2)nnc1-c1ccccc1O	4.3	-31.3	8.8	48.1	26.4	6.7	24.2	1.2	4.0	-13.2	10.8
COc1ccc(CC/C(C)=N\NC(N)=O)cc1	8.2	11.5	-10.4	-1.9	5.8	1.9	-7.2	-0.4	-10.3	-24.7	-11.3
CS(=O)(=O)c1ccc(Cl)c(NC(=O)c2ccc(-n3cncn3)c([N+](=O)[O-])c2)c1	-1.1	-8.3	3.6	1.6	5.0	-4.1	7.0	0.9	-8.0	26.2	-23.2
Cc1ccc(/C=N/n2c(-c3cccs3)n[nH]c2=S)cc1	-5.8	-31.8	4.9	-11.8	-17.9	-0.3	23.2	6.2	9.2	2.0	14.8
CCCC12CN3CC(CCC)(CN(C1)C3C(O)C(O)C(O)CO)C2=O (stereo unspecified)	-5.2	2.4	9.9	-6.5	19.8	-6.3	-15.9	4.0	1.7	10.4	9.6
CN(C)S(=O)(=O)N1CCN(S(=O)(=O)c2ccc3ccccc3c2)CC1	9.7	10.4	3.9	-6.0	-6.6	4.8	-0.2	7.8	-0.5	3.2	-11.1
O=C(NCc1ccc(F)cc1)C(c1ccco1)N(C(=O)c1csnn1)C1CC1 (stereo unspecified)	-1.5	-18.1	-10.7	-11.8	1.3	-1.3	3.0	0.9	-15.1	-0.8	7.6
C=C[C@H]1[C@H](O[C@@H]2O[C@H](CO)[C@@H](O)[C@H](O)[C@H]2O)OC=C2C(=O)OCC[C@]21O	5.9	0.4	-0.3	-1.7	-3.0	11.2	-25.0	-1.4	-4.7	-19.5	1.3
CCOC(=O)C1(S(=O)(=O)c2ccccc2)CCN(Cc2ccccc2)CC1	-7.4	7.6	2.1	-5.8	-4.3	-2.2	-12.8	-3.5	-0.2	-8.1	10.7
CCc1nc(NCCC(C)C)c(C#N)c2c1CCCC2	-0.3	-7.1	-1.0	-7.4	-0.9	-2.2	3.0	-16.1	10.3	10.5	-3.9
CCOCCCNC(=O)CSCc1nc(-c2ccc(SC)cc2)oc1C	-8.4	-4.6	11.8	3.4	-12.9	8.3	14.0	-15.3	4.4	-5.8	-6.3
CC1=NNC(=O)/C1=C\c1cn(-c2ccccc2)nc1-c1ccc(F)cc1	-6.0	-6.2	.	99.9*	74.6*	-83.4*	.	2.4	86.0*	90.9*	7.2
CCC(=O)Nc1nc(C)cc(SCC(=O)OC)n1	-17.7	-10.6	-8.0	-18.2	0.6	-0.9	12.7	1.2	-10.8	7.5	12.8
O=C(c1ccccc1)N(Cc1ccco1)C1CCS(=O)(=O)C1 (stereo unspecified)	4.8	-40.7	10.0	-7.7	-2.0	1.1	5.2	-6.6	-5.6	-5.9	1.5
O=C(CC1C(=O)NCCN1Cc1ccccc1)NC1CCCCCC1 (stereo unspecified)	-23.4	11.7	19.8	0.3	-22.2	15.9	3.4	1.4	0.3	-21.2	-1.2
Cn1nc(C(F)(F)F)c(/C=N/OC(=O)c2ccccc2)c1Cl	18.9	-11.3	5.6	-9.0	4.9	8.6	-5.8	-12.2	-15.8	6.5	7.8
CC1=C(C(=O)OC2CCCCC2)C(c2ccc(F)cc2)NC(=O)N1 (stereo unspecified)	-10.7	3.2	11.8	21.8	8.3	-6.4	-1.1	-4.0	1.9	8.3	0.2
O=S(=O)(c1ccc(F)cc1)N1CCN(c2ccccn2)CC1	-1.6	1.4	-8.6	3.4	14.2	9.0	-34.6	-8.9	-6.4	1.9	16.7
CNNC(=S)Nc1cccc(SC)c1	14.3	-1.3	4.5	-18.9	24.6	1.9	-22.2	-6.3	12.5	-5.1	19.8
CCN(CC)S(=O)(=O)c1ccc(NC(=O)c2cccc3c2C(=O)N(CCOC)C3)cc1	10.4	3.8	-3.5	-16.4	-5.3	-11.2	16.2	-1.2	12.6	13.5	5.4

A different layout for part of the listing above:
> O=S(=O)(c1ccc(F)cc1)N1CCN(c2ccccn2)CC1
  NR5A2 inv ag: -1.6 | SRC1 inh: 1.4 | NR2F2 inh: -8.6 | TWEAK Fn14 block: 3.4 | TROY NFkB inh: 14.2 | KKLEB tox: 9.0 | SRC2 inh: -34.6 | EBV LMP1 NFkB: -8.9 | TRAIL sens C8: -6.4 | CF NFkB inh: 1.9 | NCOA3 inh: 16.7

> CNNC(=S)Nc1cccc(SC)c1
  NR5A2 inv ag: 14.3 | SRC1 inh: -1.3 | NR2F2 inh: 4.5 | TWEAK Fn14 block: -18.9 | TROY NFkB inh: 24.6 | KKLEB tox: 1.9 | SRC2 inh: -22.2 | EBV LMP1 NFkB: -6.3 | TRAIL sens C8: 12.5 | CF NFkB inh: -5.1 | NCOA3 inh: 19.8

> CCN(CC)S(=O)(=O)c1ccc(NC(=O)c2cccc3c2C(=O)N(CCOC)C3)cc1
  NR5A2 inv ag: 10.4 | SRC1 inh: 3.8 | NR2F2 inh: -3.5 | TWEAK Fn14 block: -16.4 | TROY NFkB inh: -5.3 | KKLEB tox: -11.2 | SRC2 inh: 16.2 | EBV LMP1 NFkB: -1.2 | TRAIL sens C8: 12.6 | CF NFkB inh: 13.5 | NCOA3 inh: 5.4
